PMK inhibit: S. pneumoniae PMK inhibitors, primary screen, biochemical, mevalonate pathway, pilot trial included; phosphomevalonate kinase (Streptococcus pneumoniae D39); purified PMK, PK/LDH-coupled NADH absorbance 340 nm; inhibition, % at 10 µM; 65,000 compounds, 0.49% hits;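 active means top-ranked compounds by inhibition in the single 10 µM screen, taking a fixed number of the strongest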;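 further: 0% = full reaction with DMSO carrier and 100% = background rate without enzyme reaction; no value below 0 was filed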
HT1080 viability: cytotoxicity in HT1080 fibrosarcoma cells, cell-based, fluorescence readout (AID 620). HT1080 viability, fluorescence; higher % means a stronger effect. one-dose cytotoxicity, % at 10 µM; EC50 in µM for titrated hits. 87,000 compounds, 0.42% hits;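 further: cells exposed to compound overnight then 4 h with Alamar Blue; 0% = vehicle DMSO and 100% = killing control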
HPDE-C7K KRASV12: cytotoxicity in KRAS-transformed pancreatic duct cells, primary screen, cell-based, fluorescence, HTS (AID 431); HPDE-C7K KRASV12 cells, Alamar Blue viability, 48 h; higher % means a stronger effect; one-dose cytotoxicity, % at 10 µM; EC50 in µM for titrated hits; 63,000 compounds, 1.7% hits;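 active means compounds whose percent cytotoxicity in the single-dose primary screen, scaled between solvent and toxic-drug controls, exceeds 50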;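 further: 0% = DMSO solvent wells and 100% = doxorubicin-treated wells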
LYP inhibition: LYP phosphatase inhibitors, primary screen, biochemical, DiFMUP fluorescence, recombinant catalytic domain, 10 µM (AID 606). Tyrosine-protein phosphatase non-receptor type 22 (Homo sapiens). recombinant LYP catalytic domain, DiFMUP fluorescence; higher % means a stronger effect. one-dose inhibition, % at 10 µM; IC50 in µM for titrated hits. 52,000 tested, under 10 active;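 active means IC50 under 40 µM in the dose-response test; inactive means IC50 of 40 µM or more, or never dose-tested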
Spn MK inh: S. pneumoniae MK inhibitors, primary screen, biochemical, PK/LDH-coupled NADH absorbance; mevalonate kinase [Streptococcus pneumoniae D39]; purified MK, PK/LDH-coupled NADH absorbance 340 nm; inhibition, % at 10 µM; 65,000 compounds, 0.48% hits;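 active means ranked among the strongest by inhibition in the single 10 µM screen, a fixed top-ranked set picked for dose follow-up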; further: no value below 0 was filed
Spn DPM-DC inh: S. pneumoniae DPM-DC inhibitors, primary screen, biochemical, PK/LDH-coupled NADH fluorescence | purified DPM-DC | calls only at 10 µM | 65,000 compounds, 0.49% hits;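 active means the 320 compounds with the highest percent inhibition in the single-dose primary screen, excluding strongly autofluorescent ones, cut at about 32% in these data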;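 further: kinetic rate of NADH fluorescence loss reporting ADP formed by the decarboxylase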
HPDE-C7 cytotoxicity: cytotoxicity in HPDE-C7 cells, cell-based, fluorescence, HTS (AID 430); HPDE-C7 pancreatic duct cells viability, fluorescence; higher % means a stronger effect; cytotoxicity, % at 10 µM; hits with a dose series show EC50 in µM; 63,000 compounds, 1.8% hits;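 further: cells exposed to compound for 48 hours before viability readout; 0% = vehicle and 100% = reference cytotoxic drug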
TNAP inhibition: human TNAP enzyme inhibitors, biochemical, luminescent (AID 518). inhibition, % at 20 µM, or IC50 in µM where a hit was titrated. 64,000 compounds, 0.09% hits. Alkaline phosphatase, tissue-nonspecific isozyme (Homo sapiens). purified TNAP enzyme, luminescent substrate readout; higher % means a stronger effect; in the data active means a potency from the dose series; inactive means the rest, 99 in 100 with inhibition below about 22%;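 further: plate controls were vehicle for no effect and reference inhibitor for full effect; many of its hits are not listed in these tables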
Bfl-1 inhibitors: Bfl-1 inhibitors, primary screen, biochemical, fluorescence polarization, FITC-Bid, mouse (AID 432) | Bcl-2-related protein A1 (Mus musculus) | displacement, % at 20 µM, or IC50 in µM where a hit was titrated | FITC-Bid BH3 peptide fluorescence polarization displacement; higher % means a stronger effect | 64,000 compounds, 0.02% hits; in the data active means a potency from the dose series; inactive means the rest, 99 in 100 with displacement below about 15%; further: strong numbers were not always called active
PMK inhibit pilot replicates: recorded beside PMK inhibit, whose call it bears; inhibition, %; measured here: pilot screen replicates
Spn MK inh pilot replicates: second read-out of Spn MK inh, no call of its own (marks repeat the call); inhibition, %; measured here: pilot screen replicates
Spn DPM-DC inh pilot screen %: recorded beside Spn DPM-DC inh, whose call it bears; inhibition, %; measured here: pilot screen trials
The depositor's hits bear a star; i = inactive; nt = not tested or not shown; & = joins results of further samples. Unless noted, no stated cut-off is given here; in the data, active means cytotoxicity above about 50%; inactive means the rest.

SMILES	PMK inhibit	HT1080 viability	HPDE-C7K KRASV12	LYP inhibition	Spn MK inh	Spn DPM-DC inh	HPDE-C7 cytotoxicity	TNAP inhibition	Bfl-1 inhibitors	others
COc1cccc(C(=O)NC2=NCCS2)c1	6	0%	-6%	-2%	0	i	-3%	10%	-2%	PMK inhibit pilot replicates=0.5;Spn MK inh pilot replicates=0.0;Spn DPM-DC inh pilot screen %=0.0
CCOC(=O)C1CCCN(C(=O)c2c(-c3ccccc3Cl)noc2C)C1 (centres undefined)	0	4%	-1%	10%	3	i	4%	7%	-2%
Cn1c(C(=O)NCC2CCCO2)cc2c(=O)n(C)c3ccccc3c21 (centres undefined)	3	-2%	6%	-15%	6	i	-8%	19%	5%	PMK inhibit pilot replicates=1.0;Spn MK inh pilot replicates=1.0;Spn DPM-DC inh pilot screen %=0.0
CCn1c(SCC(=O)O)nnc1C1CCCCC1	15	3%	-2%	19%	20	i	0%	6%	-2%
N#Cc1c(/N=C/N2CCCC2)oc(-c2ccccc2)c1-c1ccccc1	0	-11%	16%	12%	9	i	13%	4%	-7%
COC(=O)CCC(=O)Nc1cccc(Br)c1	19	0%	0%	-5%	0	i	-18%	13%	-2%	PMK inhibit pilot replicates=3.5;Spn MK inh pilot replicates=0.0;Spn DPM-DC inh pilot screen %=0.0
COc1ccc(CCN2CC(O)=C(c3nc4ccccc4c(=O)[nH]3)C2=N)cc1OC	10	10%	-5%	17%	9	nt	-16%	15%	-9%	PMK inhibit pilot replicates=5.5;Spn MK inh pilot replicates=2.0
CCS(=O)(=O)N1CCCC(C(=O)NCCCN2CCCC2=O)C1 (centres undefined)	0	5%	-5%	4%	0	i	0%	9%	-8%
N#Cc1sc2nc3c(c(-c4cccnc4)c2c1N)CCC3	7	0%	-16%	10%	7	i	-16%	11%	5%
O=C(NCCCN1CCc2ccccc2C1)C1CCN(c2nnc(-n3cccc3)s2)CC1	2	nt	-13%	7%	1	i	-22%	-9%	0%
COc1cccc(N(CC(=O)Nc2cccc(N(C)S(C)(=O)=O)c2)S(C)(=O)=O)c1	5	0%	-6%	14%	10	i	-5%	1%	0%
COc1ccc(OC)c(NC(=O)CCN2CCCCC2)c1	2	0%	4%	5%	7	i	4%	5%	2%
Cc1ccc(S(=O)(=O)Cn2nnnc2C(C(C)C)N2CCN(Cc3ccco3)CC2)cc1 (centres undefined)	6	0%	-2%	nt	11	i	-1%	5%	4%
O=C(CSc1nnc(-c2ccccc2)n1Cc1ccccc1)N1CCCC1	16	13%	-17%	10%	9	i	-23%	3%	-10%
CC1=C(Sc2ccccn2)C(=O)NC(C)(C)C1	0	7%	-8%	-2%	4	i	0%	7%	-6%
COc1ccccc1NC(=O)Cn1cnc2c(cnn2-c2ccc(C)c(C)c2)c1=O	9	7%	-3%	-9%	2	i	1%	4%	2%
CCc1ccc(C2CC(c3ccccc3C)n3nc(N)nc3N2)cc1 (centres undefined)	4	3%	-4%	14%	7	i	-1%	2%	-2%
N#CC[n+]1cc(-c2ccc(Cl)cc2)n2c1CCC2	12	-4%	-9%	1%	7	i	-11%	11%	-2%
Cn1c(=O)c2cc(S(=O)(=O)NC(C(=O)N3CCCCCC3)c3ccccc3)ccc2n(C)c1=O (centres undefined)	3	-4%	5%	10%	2	i	2%	-1%	2%
COC(=O)CCN(C1CCCCC1)S(=O)(=O)c1ccc(S(=O)(=O)N2CCCCC2)cc1	8	-1%	-3%	7%	0	i	0%	10%	-6%
Cc1[nH]c2ccc(-c3nnc(SCC(=O)c4ccc(F)cc4)o3)cc2c1C	9	-2%	0%	nt	8	i	2%	8%	-4%
CC1=C(C(=O)N(C)C)C(c2ccc(Cl)c(Cl)c2)NC(=O)N1 (centres undefined)	13	2%	-2%	15%	0	i	-1%	4%	-7%
CC(=O)c1cc(C#N)c(SCCC(C)C)nc1C	13	-2%	-4%	3%	9	i	-1%	9%	-3%
CCOC(=O)Cc1nnc(NC(=O)C(CC)Sc2nc(C)cc(=O)[nH]2)s1 (centres undefined)	0	-3%	-2%	4%	2	i	-6%	9%	-4%
CCC(C)NC(=O)c1cc(-c2ccc(OC)cc2)on1 (centres undefined)	3	-1%	1%	9%	0	i	10%	18%	-6%	PMK inhibit pilot replicates=6.5;Spn MK inh pilot replicates=0.0;Spn DPM-DC inh pilot screen %=0.0
COc1cc(NC(=O)CSc2nc3ccccc3c(=O)n2C)ccc1NC(=O)c1ccco1	11	9%	-4%	0%	8	i	1%	9%	0%
Clc1ccc2c(c1)C(N1CCNCC1)=Nc1ccccc1O2	7	14%	46%	7%	5	i	25%	3%	0%	PMK inhibit pilot replicates=1.0;Spn MK inh pilot replicates=1.0;Spn DPM-DC inh pilot screen %=5.0
Cc1cc(C)n(-c2nc3c(c(=O)[nH]c(=O)n3C)n2C)n1	10	2%	-5%	1%	11	i	5%	4%	-4%
COc1ccccc1-n1cnnc1SCC(=O)Nc1ncc(Cl)cc1Cl	17	10%	0%	-7%	9	i	1%	8%	-3%
CCOC(=O)C1C(=O)CC(C)(O)C(C(=O)OCC)C1c1cccc(OC)c1 (centres undefined)	3	-7%	4%	4%	7	i	0%	8%	-7%
Cc1c2c(nc3c(C(=O)NC4CCCCC4C)cnn13)CCCC2 (centres undefined)	29*	-4%	-9%	-8%	3	nt	-19%	10%	-2%
CC(=O)c1cccc(NC(=O)c2cc(C(C)C)on2)c1	0	2%	-17%	10%	4	i	-8%	2%	-1%
CCOc1ccccc1Oc1c(C)oc2c(CN3CCN(C)CC3)c(O)ccc2c1=O	14	-3%	7%	4%	9	nt	-5%	13%	-12%
CCCCC(NC(C)=O)c1nc2ccccc2n1CCC (centres undefined)	18	6%	20%	14%	6	i	15%	8%	6%	PMK inhibit pilot replicates=3.0;Spn MK inh pilot replicates=3.0;Spn DPM-DC inh pilot screen %=1.0
Cc1cc(C)nc(NC(=O)c2c(-c3c(Cl)cccc3Cl)noc2C)n1	3	0%	-3%	0%	3	i	-22%	9%	-8%	PMK inhibit pilot replicates=2.5;Spn MK inh pilot replicates=1.5;Spn DPM-DC inh pilot screen %=2.5
O=S(=O)(Cc1ccc(Cl)cc1)N1CCCC1	4	7%	-10%	11%	4	i	7%	1%	0%

Next part (3 carried over from the part before).
SMILES	PMK inhibit	HT1080 viability	HPDE-C7K KRASV12	LYP inhibition	Spn MK inh	Spn DPM-DC inh	HPDE-C7 cytotoxicity	TNAP inhibition	Bfl-1 inhibitors	others
CCCCC(NC(C)=O)c1nc2ccccc2n1CCC (centres undefined)	18	6%	20%	14%	6	i	15%	8%	6%	PMK inhibit pilot replicates=3.0;Spn MK inh pilot replicates=3.0;Spn DPM-DC inh pilot screen %=1.0
Cc1cc(C)nc(NC(=O)c2c(-c3c(Cl)cccc3Cl)noc2C)n1	3	0%	-3%	0%	3	i	-22%	9%	-8%	PMK inhibit pilot replicates=2.5;Spn MK inh pilot replicates=1.5;Spn DPM-DC inh pilot screen %=2.5
O=S(=O)(Cc1ccc(Cl)cc1)N1CCCC1	4	7%	-10%	11%	4	i	7%	1%	0%
COc1ccccc1N1CCN(CCOc2c(OC)cccc2OC)CC1	9	10%	-2%	-2%	4	i	4%	16%	0%
O=C1CCC(=O)N1OCCCCOc1ccccc1	2	6%	12%	-11%	6	i	0%	5%	-2%	PMK inhibit pilot replicates=2.0;Spn MK inh pilot replicates=3.5;Spn DPM-DC inh pilot screen %=0.5
CCOC(=O)N1CCC(N2C(=O)c3ccccc3C2Nc2cc(Cl)c(OC)cc2OC)CC1 (centres undefined)	0	3%	27%	4%	3	i	25%	13%	-11%	PMK inhibit pilot replicates=2.0;Spn MK inh pilot replicates=0.0;Spn DPM-DC inh pilot screen %=0.0
CN(C(=O)c1ccc2c(c1)OCO2)C1(C(=O)NC2CCCC2)CCCCC1	0	3%	-7%	nt	23	i	-6%	-4%	-9%
CC1CCN(C(=O)CSc2nnc(Cn3c(=O)sc4ccccc43)n2C)CC1	13	-2%	12%	6%	0	i	3%	4%	-1%
Cc1noc(C)c1CSc1nnc(-c2ccncc2)n1-c1ccc(Cl)c(Cl)c1	10	-6%	3%	nt	5	i	-12%	7%	-9%
CC(=O)Nc1cc2c(cc1Br)OCCO2	4	1%	12%	11%	13	i	12%	12%	-5%
CCC(=O)N1CCN(c2ccc(Cl)cc2NC(=O)c2ccc3c(c2)OCCO3)CC1	6	9%	-18%	-4%	4	i	-7%	9%	-5%
CN(C)C(=O)N1CCC(C(=O)NCc2ccc(F)cc2)CC1	0	0%	-1%	1%	1	i	-10%	4%	2%
COCc1cc(C)nc(SCC(=O)Nc2cc3c(cc2C#N)OCO3)c1C#N	2	-4%	3%	nt	0	i	-6%	3%	-6%
Cc1cc(S(=O)(=O)N2CCCC2)ccc1OCC(=O)NCc1ccco1	8	4%	-12%	-2%	6	i	6%	4%	0%
CC1CCc2nn(CC(=O)NC3CCCC3)cc2C1 (centres undefined)	0	-6%	-6%	-9%	8	i	-1%	6%	9%
COC(=O)c1ccccc1NS(=O)(=O)c1cn(C)c(=O)n(C)c1=O	20	17%	9%	6%	1	i	14%	3%	-5%
O=C(Nc1ccc(Br)cn1)c1ccc2nccnc2c1	5	2%	11%	-2%	11	i	7%	9%	0%
COc1cccc(C(=O)NCC(=O)n2nc(C)cc2C)c1	1	-8%	-8%	nt	3	i	-6%	6%	-6%
COc1cc(OC)cc(OCC(O)Cn2cnc3cc(C)c(C)cc32)c1 (centres undefined)	0	4%	25%	5%	0	i	36%	1%	2%
CCOC(=O)C1CCCN(CCCc2ccccc2)C1 (centres undefined)	0&5	6%&8%	2%	15%	0&12	i	-3%	6%	-12%	PMK inhibit pilot replicates=3.0;Spn MK inh pilot replicates=0.0;Spn DPM-DC inh pilot screen %=1.0
CCOc1ccc(S(=O)(=O)Nc2ccccc2SC)c2cccnc12	0	7%	27%	nt	3	i	33%	9%	7%
CC(OC(=O)c1cc2sccc2n1C)C(=O)NCc1cccs1 (centres undefined)	10	13%	2%	20%	5	i	-2%	10%	5%
CS(=O)(=O)N(CCc1ccccc1)CC(=O)N1CCc2ccccc2C1	0	-3%	-4%	11%	8	i	1%	7%	-1%
COc1ccc(N(CN2C(=O)C3C4C=CC(C4)C3C2=O)C(=O)c2ccco2)cc1 (centres undefined)	7	3%	3%	3%	3	i	5%	10%	2%
Nc1cccc(-n2nncc2-c2ccccc2)c1	12	0%	8%	nt	13	i	0%	6%	-6%
CC1(C)Cc2ccccc2-c2nnc(-c3cccnc3)n21	13	-3%	-3%	-1%	4	i	-9%	18%	-7%
O=C(NC1=NCCS1)C1CC(=O)N(c2ccccc2)C1 (centres undefined)	12	-5%	-9%	-8%	8	i	-7%	9%	-2%
